High-throughput results from PubChem.
ALOX12 inh – ALOX12 (human) lipoxygenase inhibition. P18054. purified 12hLO, xylenol orange hydroperoxide absorbance. Potency, µM (titrated, usually from 108 µM), for inactives: top-dose activity change, negative = inhibition, actives largely listed as inhibitors. 580,000 compounds, 1.1% hits; note: % is set by controls: 0 for no effect and ±100 for the full control effect
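Hydroperoxide product was detected by ferrous iron/xylenol orange as the 573 to 405 nm absorbance ratio. Arachidonic acid at 40 uM (final) was turned over for 30 min at room temperature by 150 nM human 12hLO, pH 7.0 Hepes buffer, after 15 min compound preincubation.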
RXFP1 agonist – activates the human relaxin receptor RXFP1; 370,000 compounds, 0.3% hits; Potency, µM (highest dose often 57.5 µM), without a hit: top-dose activation, hits mostly activators; HEK293T-RXFP1 cAMP TR-FRET, 30 min; response scale: percent of porcine relaxin response, buffer zero; AID 2676; Q9HBX9; note: % is set by controls: 0 for no effect and ±100 for the full control effect; nearly all actives have a fitted effect of over 60% in size; many of its hits are not listed in these tables
Target sequence (Q9HBX9 whole entry, looked up): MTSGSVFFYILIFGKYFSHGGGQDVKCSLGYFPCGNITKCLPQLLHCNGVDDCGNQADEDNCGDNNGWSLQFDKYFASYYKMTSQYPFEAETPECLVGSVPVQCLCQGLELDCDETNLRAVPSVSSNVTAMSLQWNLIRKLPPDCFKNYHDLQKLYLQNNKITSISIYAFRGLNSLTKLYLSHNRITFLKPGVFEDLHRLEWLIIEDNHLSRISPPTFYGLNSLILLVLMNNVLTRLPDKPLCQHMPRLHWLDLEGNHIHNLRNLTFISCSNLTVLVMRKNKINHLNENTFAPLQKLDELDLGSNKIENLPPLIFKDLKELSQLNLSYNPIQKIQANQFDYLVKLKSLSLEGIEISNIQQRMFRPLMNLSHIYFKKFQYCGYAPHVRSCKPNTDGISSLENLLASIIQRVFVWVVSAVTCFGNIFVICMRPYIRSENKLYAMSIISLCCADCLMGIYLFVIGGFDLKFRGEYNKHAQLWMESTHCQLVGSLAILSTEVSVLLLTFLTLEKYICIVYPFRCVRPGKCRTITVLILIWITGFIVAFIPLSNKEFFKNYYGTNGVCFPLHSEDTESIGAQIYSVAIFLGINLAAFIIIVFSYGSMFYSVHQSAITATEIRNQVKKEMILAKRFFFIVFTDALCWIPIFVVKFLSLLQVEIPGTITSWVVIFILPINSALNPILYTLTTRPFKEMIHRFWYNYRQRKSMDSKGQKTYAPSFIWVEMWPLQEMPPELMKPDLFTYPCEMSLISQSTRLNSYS
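cAMP rise read by TR-FRET after 30 min, 37C compound exposure (up to 58 uM) in RXFP1-transfected HEK293 cells with Ro 20174 present. EC50 from Hill-equation fits, with 29 nM porcine relaxin as 100% and buffer as basal.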
rTrxR1 inhibitor – rat TrxR1 inhibition; O89049; Potency, µM (doses to about 114 µM), for inactives: top-dose activity change, negative = inhibition, hits mostly inhibitors; 390,000 compounds, 1% hits; recombinant rTrxR1, NADPH fluorescence consumption, selenite substrate; AID 588453; note: % is set by controls: 0 for no effect and ±100 for the full control effect; nearly all actives have a fitted effect of over 65% in size
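Rat TrxR1 (90 nM in the dispensed reagent) was pre-reduced with 400 uM NADPH for 5 min at room temperature, then incubated with compound for 15 min. After 400 uM selenite was added, NADPH fluorescence (Ex 340/Em 450 nm) was followed for 8 min.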
USP1 inh – blocks the human USP1/UAF1 deubiquitinase complex; O94782; recombinant USP1/UAF1, Ub-Rhodamine cleavage fluorescence; Potency, µM (series often up to 57.1 µM), for the others: at the highest dose activity change, negative = inhibition, actives largely listed as inhibitors; 390,000 compounds, 0.23% hits; note: % is set by controls: 0 for no effect and ±100 for the full control effect; nearly all actives have a fitted effect of over 60% in size; inactives centre near -12
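1 nM enzyme complex + cpd, 15 min RT; start with Ub-Rho 150nM final; kinetic fluorescence ex 480/em 540, 6 reads q60 s. Buffer 50mM HEPES pH 7.8, 0.5mM EDTA, 0.1 mg/ml BSA, 1mM TCEP, 0.01% Tween-20.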
Vif-A3F inh – blocks the Vif interaction with APOBEC3F; HeLa A3F-eYFP + Vif (tagged APOBEC3F with the HIV-1 protein that degrades it), YFP fluorescence increase; Potency, µM (top dose mostly 46.1 µM), without a hit: at the top dose activity, negative = active; 390,000 compounds, 0.2% hits; AID 602313; note: % of control where 0% means no effect; nearly all actives have a fitted effect of over 65% in size
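HeLa cells stably expressing Vif plus C-terminally eYFP-tagged A3F were seeded, incubated overnight at 37 deg C, dosed with compound, incubated overnight again at 37 deg C. Yellow fluorescence (Ex 488/Em 500-530) reported blocked Vif-mediated A3F-eYFP degradation.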
TrxR1 substrate – substrates of rat thioredoxin reductase 1; O89049; purified TrxR1 substrate turnover, NADPH consumption readout; Potency, µM (highest dose often 114 µM), inactives show top-dose activity change, negative = substrate turnover; 390,000 compounds, 0.01% hits; AID 588456; note: % is set by controls: 0 for no effect and ±100 for the full control effect; nearly all actives have a fitted effect of over 50% in size
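Rat TrxR1, dispensed at 90 nM, was prereduced with 400 uM NADPH (final) for 5 min at ~22 deg C, then incubated with compound 15 min before 400 uM selenite. A first-read NADPH fluorescence drop versus no-compound background flagged substrates.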
Vif-A3G inh – inhibitors of Vif-APOBEC3G interaction; Q9HC16; HeLa A3G-eYFP + Vif (tagged APOBEC3G with the HIV-1 protein that degrades it), YFP fluorescence, overnight; Potency, µM (series often up to 46.1 µM), inactives show top-dose activity, negative = active, hits mostly inhibitors; 410,000 compounds, 0.076% hits;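 note: % is set by controls: 0 for no effect and ±100 for the full control effect; nearly all actives have a fitted effect of over 60% in size; hits raise eYFP signal because A3G escapes Vif-driven loss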
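HeLa cells stably expressing Vif and C-terminally eYFP-tagged A3G, seeded overnight at 37 deg C, then exposed to compound by pintool overnight at 37 deg C. Rise in yellow fluorescence (Ex 488/Em 500-530, Acumen) marks blocked Vif-driven A3G degradation.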
RGS4 inh – inhibitors of human regulator of G protein signaling 4. 390,000 compounds, 0.039% hits. Potency, µM (titrated, usually from 114 µM), for inactives: at the highest dose activity change, negative = inhibition, hits mostly inhibitors. Transcreener GDP fluorescence polarization, RGS4-accelerated GTP hydrolysis. P49798; note: % is set by controls: 0 for no effect and ±100 for the full control effect; nearly all actives have a fitted effect of over 75% in size; some results filed as inactive show a strong effect at the top dose
Target sequence (P49798 whole entry, looked up): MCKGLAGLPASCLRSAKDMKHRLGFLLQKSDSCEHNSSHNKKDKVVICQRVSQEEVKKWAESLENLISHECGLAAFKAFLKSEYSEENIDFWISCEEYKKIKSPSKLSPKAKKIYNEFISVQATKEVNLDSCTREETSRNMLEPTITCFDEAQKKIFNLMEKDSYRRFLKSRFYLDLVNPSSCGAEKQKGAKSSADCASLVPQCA
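MLSMR compounds (23 nl, pin-transferred) preincubated 10 min at room temperature with a 500nM (2x) first reagent, then RGS4 at 900nM (2x) plus Transcreener GDP mix added; fluorescence polarization (620/688 nm) read before and after 90 min at 30 °C.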
IDH1 R132H inh – human IDH1 R132H inhibition. O75874. IDH1-R132H enzyme, NADPH consumption, diaphorase/resazurin fluorescence. Potency, µM (series often up to 76.6 µM), inactives show at the highest dose activity change, negative = inhibition, hits mostly inhibitors. 390,000 compounds, 0.093% hits. AID 602179; note: % is set by controls: 0 for no effect and ±100 for the full control effect; nearly all actives have a fitted effect of over 65% in size
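IDH1-R132H (0.5 ug/mL dispensed) in pH 7.5 Tris buffer was preincubated 30 min with compound, then given a substrate mix of 0.016 mM NADPH and 2 mM alpha-KG for 80 min at room temperature; remaining NADPH was read by diaphorase/resazurin fluorescence.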
* = called active by the depositor; ? = inconclusive; . = not tested or not shown; [ ] = remark or other dose. Calls come from the whole dose curve; as a rule, active = well fitted curve in the direction sought with a large enough effect; inconclusive = small, poorly fitted or top-dose-only effect, or another doubt; inactive = no such curve, though single readings can be large; an effect the other way counts as inactive or inconclusive. Potency is the fitted concentration of half-maximal effect. An excerpt (hit frequency here may not be typical).

SMILES | ALOX12 inh | RXFP1 agonist | rTrxR1 inhibitor | USP1 inh | Vif-A3F inh | TrxR1 substrate | Vif-A3G inh | RGS4 inh | IDH1 R132H inh
CCn1c2ccccc2c2cc(NC(=O)c3ccc(=O)oc3)ccc21 | -12% | 2.3% | 0%[57.1 µM] | ? | 11µM* | -6%[57.1 µM] | -22% | ? | 11%
CC1=C(C(=O)OCCOC(C)C)C(c2cc3c(cc2Br)OCO3)CC(=O)N1 (stereo not given) | -2% | 1.9% | 1% | -3% | -3% | -2% | 0% | 20% | -1%
O=C(CC1C[C@H](C(=O)N2CCOCC2)[C@@]2(CCC3CCCC3)c3[nH]c4ccccc4c3CCN2C1=O)NCCN1CCOCC1 (stereo not given in full) | -1% | . | 3% | -12% | 4% | -5% | 1% | -13% | -3%
CN(CC(=O)Nc1ccc(Cl)c(C(F)(F)F)c1)C(=O)C1CCC1 | ? | 1.1% | 7% | -6% | 1% | 6% | 1% | -16% | 9%
O=[N+]([O-])c1ccc(NNC(=S)Nc2ccc(F)cc2)cc1 | ? | -4.1% | -19% | -11% | -5% | -10% | 0% | -98% | 4%
CCn1cc(C(=O)N(C)Cc2ccccc2)c(=O)c2cc(S(=O)(=O)N3CCCCC3)ccc21 | -18% | 3.9% | 1% | -7% | 0% | -10% | 1% | -3% | 0%
CCCC(=O)NC(C)C(c1cccs1)N1CCN(C)CC1 (stereo not given) | -5% | -1.0% | 15% | 3% | -6% | 1% | 2% | -6% | 3%
CCOC(=O)c1c(NC(=O)CSc2ncccn2)sc2c1CCN(Cc1ccccc1)C2 | -19% | 2.5% | 7% | ? | -4% | -8% | 3% | -14%[11.4 µM] | 12%
Cn1c(N)c(C(=O)COC(=O)CSc2ccc(Cl)cc2)c(=O)n(C)c1=O | 4% | -2.3% | 3% | -11% | 12% | -3% | -2% | -12% | 3%
CC(NC(=O)c1ccccc1)C(=O)N/N=C/c1ccccc1 (stereo not given) | -9% | 7.3% | 21%[57.1 µM] | -24% | 18% | -14%[57.1 µM] | 0% | -17% | 4%
O=S(=O)(NC(=S)c1ccccc1)c1ccccc1 | ? | . | 5% | -7% | -1% | 0% | 2% | -1% | 9%
O=C(NC1CCCCC1)NC1CC2CCCC(C1)N2C1CCCC1 (stereo not given) | 1% | -0.3% | 39%[activator][57.1 µM] | -5% | 0% | 11%[57.1 µM] | 1% | 24% | 8%
ClC(Br)=C(n1cnc2ccccc21)n1cnc2ccccc21 | -14% | -1.6% | -9% | -12% | 6% | -12% | 0% | -2% | 3%
C[C@@H]1CCC[C@@]2(O[C@@H](CCO)C[C@@H](O)[C@@H]2O)O1 | -1% | . | 20%[57.1 µM] | 2% | 6% | 11%[57.1 µM] | -2% | 21% | 1%
Cc1cc(C)n2nc(C(=O)NCc3ccccc3)cc2n1 | ? | 3.8% | 17%[2.29 µM] | -10% | -5% | 14%[2.29 µM] | -4% | -54% | 17%
O=Cc1ccc(-c2nc3ccccc3s2)o1 | -2% | 3.0% | 7% | -8% | -19% | 40%[activator] | -10% | -10% | -6%
Fc1ccc(NC(=S)N2CCSC2c2cccs2)cc1 (stereo not given) | -18% | -0.7% | 13%[57.1 µM] | -15% | 2% | -7%[57.1 µM] | 0% | -33% | 3%
CCOc1ccc2ccccc2c1/C=N/NC(=O)CNC(=O)c1ccccc1F | -14% | -0.5% | -15% | -14% | 0% | -14% | 3% | -13% | 5%
N#Cc1ccc(-c2nc3ccc(Br)cn3c2Cc2ccccc2)cc1 | ? | . | . | -24% | 4% | . | -1% | . | 11%
N#CC(Cc1ccc(OC(F)F)cc1)c1nc2ccccc2[nH]1 (stereo not given) | -18% | -1.7% | -11% | -12% | -13% | -10% | -2% | -26% | 4%
O=C(O)c1ccc(Oc2ccc([N+](=O)[O-])cc2)c([N+](=O)[O-])c1 | -3% | . | 34%[activator][11.4 µM] | -18% | 1% | 7%[11.4 µM] | 0% | ? | 5%
CCn1c(C)nc2cc(C(=O)NNC(=S)Nc3ccc(F)cc3)ccc21 | -28% | 0.0% | -17% | -18% | -1% | -3% | -3% | -28% | -2%
CCNC(=S)N1CCN(c2ccccc2OCC)CC1 | -20% | -2.0% | -5% | 6% | 1% | -6% | 0% | 18% | -1%
Cc1ccc(C(=O)Cn2c(N3CCOCC3)nc3c2c(=O)n(C)c(=O)n3C)cc1 | 1% | 1.2% | 5% | -23% | -4% | -9% | 1% | -7% | -3%
Cc1ccccc1OCC(=O)NN1CCN(C)CC1 | 10% | 4.7% | -9% | -5% | -15% | -11% | -2% | 2% | -6%

One compound at a time, from the list above:
Profile of `CCCC(=O)NC(C)C(c1cccs1)N1CCN(C)CC1` (stereo not given) → ALOX12 inh: -5%; RXFP1 agonist: -1.0%; rTrxR1 inhibitor: 15%; USP1 inh: 3%; Vif-A3F inh: -6%; TrxR1 substrate: 1%; Vif-A3G inh: 2%; RGS4 inh: -6%; IDH1 R132H inh: 3%
Profile of `CC1=C(C(=O)OCCOC(C)C)C(c2cc3c(cc2Br)OCO3)CC(=O)N1` (stereo not given) → ALOX12 inh: -2%; RXFP1 agonist: 1.9%; rTrxR1 inhibitor: 1%; USP1 inh: -3%; Vif-A3F inh: -3%; TrxR1 substrate: -2%; Vif-A3G inh: 0%; RGS4 inh: 20%; IDH1 R132H inh: -1%

Next part
SMILES | ALOX12 inh | RXFP1 agonist | rTrxR1 inhibitor | USP1 inh | Vif-A3F inh | TrxR1 substrate | Vif-A3G inh | RGS4 inh | IDH1 R132H inh
CC(C)C(NC(=O)c1cccnc1)C(=O)O (stereo not given) | 1% | 0.0% | 29%[57.1 µM] | -12% | 8% | -3%[57.1 µM] | 0% | -25% | 3%
Cc1oc(C(C)(C)C)cc1C(=O)N1CCN(c2ccc(C(F)(F)F)cn2)CC1 | 43%[activator] | 0.6% | 19% | -23% | 6% | 0% | -7% | -11% | 16%
CC(=O)NC(CC(=O)N1CCN(C(C)=O)CC1)c1ccccc1 (stereo not given) | ? | -2.3% | 3% | -7% | 0% | -7% | 2% | 21% | 25%
COC(=O)c1nn(-c2ccc(OC)cc2)c(=O)cc1NN | ? | -0.9% | 11%[57.1 µM] | -21% | 13% | 3%[57.1 µM] | 1% | -16% | 2%
CC(=O)c1sc(NC(=O)CS(=O)(=O)c2ccccc2)nc1-c1ccccc1 | -8% | 1.0% | 1% | -3% | -13% | 3% | -3% | -15% | -5%
Nc1ncn(C(=S)Nc2ccccc2)n1 | ? | . | 16µM* | -6% | -14% | -6% | 0% | ? | -3%
CCN(CC)S(=O)(=O)c1ccc(Cl)c(NC(=O)COc2ccccc2[N+](=O)[O-])c1 | -12% | 0.7% | 12% | -21% | -3% | 8% | -2% | 9% | 2%
COc1cc(C(=O)NCC2CCCO2)cc(Br)c1OCc1ccccc1 (stereo not given) | 5% | 0.0% | 3% | -11% | 1% | -1% | -8% | -28% | 5%
Cc1ccc(Nc2cnn(C34CC5CC(CC(CC(=O)O)(C5)C3)C4)c(=O)c2Cl)cc1C | 3% | 0.7% | 1% | -4% | -2% | 2% | -3% | -19% | 2%
O=C(Nc1ccccc1N1CCCC1)c1cccnc1 | ? | 1.4% | -7% | -25% | -9% | -4% | 0% | -45% | 9%
Cc1ccc(CNC(=O)CCNS(=O)(=O)c2ccc3c(c2)c(=O)n(C)c(=O)n3C)cc1 | 27% | -1.5% | 13% | -7% | -5% | 9% | -1% | 2% | -7%
C=CCn1c(SCC(=O)O)nnc1-c1cccs1 | 0% | 0.7% | 10% | -7% | -4% | 11% | 3% | -16% | 3%
CCOC(=O)Cc1csc(N(C)C)n1 | -25% | 0.7% | 3% | -17% | -11% | -1% | 5% | 11% | 0%
CCNc1nc(C(=O)O)nc(N2CCOCC2)n1 | -2% | -0.4% | 18%[57.1 µM] | -15% | -5% | 0%[57.1 µM] | -2% | -9% | 5%
CCOc1ccc(-n2ccn(CC(=O)NCCc3ccccc3)c(=O)c2=O)cc1 | -26% | 0.6% | -10% | -10% | -7% | 3% | 0% | -17% | 0%
CCn1cc(C(=O)NC(=S)Nc2sc3c(c2C(=O)OC)CCCCCC3)cn1 | -1% | -0.1% | 15% | -15% | 2% | -5% | 0% | 0% | 8%
CCS(=O)(=O)N1Cc2ccccc2CC1C(=O)N(C)CC(=O)Nc1cccc(F)c1 (stereo not given) | 9% | -0.2% | -9% | -11% | ? | -11% | 0% | 12% | 8%
CCOC(=O)C1CCCN(C(=O)/C=C/c2cc(OC)c(OC)c(OC)c2)C1 (stereo not given) | 2% | 0.0% | 2%[57.1 µM] | -12% | ? | 7%[57.1 µM] | 7% | 9% | 0%
CC1(C(=O)O)CCC(C(N)=O)C1(C)C (stereo not given) | 4% | -3.2% | 17% | -5% | -16% | -1% | -1% | 11% | -1%
O=C(Nc1c2c(nn1-c1cccc(Cl)c1)CS(=O)(=O)C2)c1ccco1 | -15% | -0.5% | ? | -11% | 3% | 3% | -7% | -2% | -12%
CN1CCN(c2ccc(NC(=O)c3ccc(-c4ccccc4F)o3)cc2)CC1 | -6% | -1.2% | -7% | -14% | 4% | -8% | -1% | -3% | -1%
